From PubChem
Giardia kill: Small Molecules that selectively kill Giardia lamblia: qHTS | Giardia lamblia trophozoite viability | activity change, % at 7.66 µM, hits read low | 0.15% of 340,000 active | AID 540267, 2011; in the data active means activity change below about -80%; inconclusive means between about -30% and that limit;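 further: parasites exposed to compound for two days anaerobically before the ATP read; on the % scale 0 is the no-effect control and ±100 the full control effect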
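Trophozoite viability was measured as ATP-dependent luminescence, read 15-30 min after reagent addition. Before that, parasites at 100 cells/well were exposed to compounds for 48 h, anaerobically, at 37 deg C.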
uPA surface inh: qHTS for Inhibitors of Cell Surface uPA Generation; Potency, µM (series often up to 38.3 µM), for the others: at the highest dose activity change, negative = inhibition, most hits filed as inhibitors; cell surface uPA generation assay, qHTS; 0.31% of 330,000 active; AID 540303, 2011; active means well fitted inhibition curve with a large enough effect; inconclusive means small, poorly fitted or top-dose-only effect; inactive means no such curve, though single readings can be large or run the other way; tested in mouse RAW 264.7 cells; further: potency means the concentration at half of the fitted maximal effect; on the % scale 0 is the no-effect control and ±100 the full control effect; nearly all actives have a fitted effect of over 55% in size
KCNH2 3.1 inh: qHTS for Inhibitors of KCHN2 3.1: Mutant qHTS | Potassium voltage-gated channel subfamily H member 2, brain isoform KCNH2 3.1 (human) | U2OS KCNH2 3.1, thallium flux FluxOr; active compounds read low | activity change, % (tested at about 1.8 µM) | 0.95% of 340,000 active | AID 720553, 2013;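 active means maximum activity change below -70%; inconclusive means maximum activity change from -70% to -50%; inactive means maximum activity change above -50%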;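 further: thallium influx rate constant from kinetic fluorescence after stimulation buffer; on the % scale 0 is the no-effect control and ±100 the full control effect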
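Steps: virus added to U2OS suspension (4 h, RT, dark); medium with 10% FBS added, cells plated, 37 C overnight; FluxOr/Red40 loading buffer 45 min RT; stimulation buffer, 2 min kinetic read; rate constant normalized.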
Rab9 promoter act: qHTS Assay for Rab9 Promoter Activators; Huh7 Rab9 promoter-luciferase reporter, luminescence, 24 h; Potency, µM (top dose mostly 9.22 µM), without a hit: at the highest dose activation, negative = inhibition, actives largely listed as activators; 2.8% of 320,000 active; AID 485297, 2010; further: potency means the concentration at half of the fitted maximal effect; % of control where 0% means no effect; nearly all actives have a fitted effect of over 60% in size
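Luminescence read-out: Huh7 cells stably expressing Rab9-luciferase, treated 24 h with compound at 37 °C, then lysed with luciferase reagent for 10 min at ambient before reading.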
RORgamma inh: qHTS for inhibitors of ROR gamma transcriptional activity; Nuclear receptor ROR-gamma (Mus musculus), P51450; Drosophila S2 Gal4-RORgamma UAS-luciferase reporter, 20 h; Potency, µM (top dose mostly 53.6 µM), for inactives: at the highest dose activity change, negative = inhibition, usual class: inhibitors; 5.4% of 310,000 active; AID 2551, 2010; further: potency means the concentration at half of the fitted maximal effect; on the % scale 0 is the no-effect control and ±100 the full control effect; nearly all actives have a fitted effect of over 60% in size
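Read-out: Photinus luciferase luminescence; inhibitors lower reporter signal. Insect Schneider cells with Gal4-ROR gamma fusion under metallothionein promoter, UAS reporter; 700 uM final copper sulfate induction, 20 hr, ambient temperature.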
FLuc modulator: qHTS profiling assay for firefly luciferase inhibitor/activator using purifed enzyme and Km concentrations of substrates (counterscreen for miR-21 project) | Luciferin 4-monooxygenase (Photinus pyralis), P08659 | 6.9% of 360,000 active | Potency, µM (doses to about 57.5 µM), for inactives: at the top dose activity change, negative = inhibition, most hits filed as inhibitors | AID 588342, 2011 | purified FLuc, Km substrates, luminescence inhibition;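 further: potency means the concentration at half of the fitted maximal effect; plate controls were vehicle for no effect and reference inhibitor for full effect; nearly all actives have a fitted effect of over 55% in size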
Target sequence (P08659 whole entry, looked up): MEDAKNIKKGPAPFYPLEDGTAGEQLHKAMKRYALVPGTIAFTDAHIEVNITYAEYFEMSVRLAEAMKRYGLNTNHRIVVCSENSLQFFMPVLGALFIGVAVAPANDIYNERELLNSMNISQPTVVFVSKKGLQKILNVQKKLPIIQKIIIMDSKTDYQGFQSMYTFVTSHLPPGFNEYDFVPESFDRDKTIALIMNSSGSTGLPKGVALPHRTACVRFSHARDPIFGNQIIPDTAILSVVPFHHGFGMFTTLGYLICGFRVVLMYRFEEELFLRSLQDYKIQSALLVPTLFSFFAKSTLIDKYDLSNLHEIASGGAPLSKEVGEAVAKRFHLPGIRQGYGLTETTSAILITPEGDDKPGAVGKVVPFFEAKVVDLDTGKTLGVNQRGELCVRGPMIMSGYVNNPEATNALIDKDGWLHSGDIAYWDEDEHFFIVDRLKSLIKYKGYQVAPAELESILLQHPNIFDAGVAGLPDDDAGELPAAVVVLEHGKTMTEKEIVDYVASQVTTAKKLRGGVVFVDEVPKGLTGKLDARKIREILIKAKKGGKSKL
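Biochemical qHTS of compounds, final roughly 60 µM downward over six points, against 10 nM purified firefly luciferase using Km concentrations of substrates (10 uM D-luciferin, 10 uM ATP) in Tris acetate pH 7.5 buffer; luminescence output.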
Tb PFK inh: qHTS Assay to Find Inhibitors of T. brucei phosphofructokinase. ATP-dependent 6-phosphofructokinase (Trypanosoma brucei brucei), O15648. T. brucei PFK, ADP-Glo luminescence. Potency, µM (doses to about 57.5 µM), without a hit: top-dose activity, negative = inhibition, hits mostly inhibitors. 0.17% of 330,000 active. AID 485367, 2010;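 further: potency means the concentration at half of the fitted maximal effect; 0% = uninhibited 1x PFK enzyme wells and -100% = no-enzyme wells; nearly all actives have a fitted effect of over 60% in size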
Target sequence (O15648 whole entry, looked up): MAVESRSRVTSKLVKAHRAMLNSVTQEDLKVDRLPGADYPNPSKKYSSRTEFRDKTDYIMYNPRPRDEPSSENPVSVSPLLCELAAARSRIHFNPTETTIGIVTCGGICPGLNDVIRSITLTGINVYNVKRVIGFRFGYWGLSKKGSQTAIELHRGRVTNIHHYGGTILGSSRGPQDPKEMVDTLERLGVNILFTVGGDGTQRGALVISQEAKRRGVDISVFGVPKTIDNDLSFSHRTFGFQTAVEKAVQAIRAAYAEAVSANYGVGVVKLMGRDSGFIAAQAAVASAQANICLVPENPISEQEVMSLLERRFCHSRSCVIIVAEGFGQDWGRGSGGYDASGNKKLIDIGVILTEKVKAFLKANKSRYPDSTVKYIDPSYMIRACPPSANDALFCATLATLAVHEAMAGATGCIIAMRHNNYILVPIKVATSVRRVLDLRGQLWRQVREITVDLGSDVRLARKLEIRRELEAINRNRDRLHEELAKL
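Activity is normalized to no-enzyme wells (full inhibition) and 1.25 nM enzyme wells (no inhibition). Reaction: 0.5 mM F6P, 0.1 mM ATP, 45 min RT, ADP-Glo luminescence; concentration-response curves fitted and classed by quality.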
ELG1 genotoxic: qHTS screen for small molecules that induce genotoxicity in human embryonic kidney (HEK293T) cells expressing luciferase-tagged ELG1; Potency, µM (titrated, usually from 46 µM), inactives show at the top dose activity change, positive = activation, usual class: activators; 1.3% of 330,000 active; HEK293T ELG1-luciferase reporter, luminescence, 16 h; further: potency means the concentration at half of the fitted maximal effect; % of control where 0% means no effect; nearly all actives have a fitted effect of over 60% in size
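Screening used a luciferase reporter fused to human ELG1 in HEK293T cells. Luminescence was read on a CCD plate imager after 16 hr exposure and 30 min ONE-Glo incubation.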
NPC1 promoter act: qHTS Assay for NPC1 Promoter Activators | Huh7 NPC1 promoter luciferase reporter, 24 h | Potency, µM (titrated, usually from 9.22 µM), without a hit: at the highest dose activation, usual class: activators | 2.4% of 320,000 active | AID 485313, 2010;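 further: potency means the concentration at half of the fitted maximal effect; % of control where 0% means no effect; nearly all actives have a fitted effect of over 60% in size; reporter is driven by a mutant NPC1 promoter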
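Huh7 reporter cells (NPC1 promoter driving luciferase) are dosed with compound for 24 h at 37 °C, 5% CO2; luciferase detection reagent is then added and luminescence measured after 10 min at ambient temperature.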
FBPA coupling cs: qHTS Assay for Inhibitors of Fructose-1,6-bisphosphate Aldolase from Giardia Lamblia: Coupling assay counterscreen; 0.67% of 290,000 active; coupling enzyme system counterscreen, AmpLite Red fluorescence; activity change, negative = inhibition, % at 58.2 µM, hits read low; in the data active means activity change below about -30%; further: on the % scale 0 is the no-effect control and ±100 the full control effect
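Final compound at 57.5 uM, incubated 10 min at RT with coupling enzyme reagent (glyceraldehyde-3-phosphate), then 20 min with substrate and AmpLite Red detection. Fluorescence read at 525/598 nm; tests interference with the coupling assay, not aldolase inhibition.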
VP16 counter: VP16 counterscreen qHTS for inhibitors of ROR gamma transcriptional activity; Drosophila S2 Gal4-VP16 UAS-luciferase, luminescence, 20 h; Potency, µM (doses to about 53.6 µM), for inactives: at the highest dose activity, negative = inhibition, most hits filed as inhibitors; 3.5% of 310,000 active;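 further: Gal4-VP16 expression switched on by copper sulfate through the metallothionein promoter; potency means the concentration at half of the fitted maximal effect; on the % scale 0 is the no-effect control and ±100 the full control effect; nearly all actives have a fitted effect of over 50% in size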
The depositor's hits bear a star; ? = inconclusive; nt = not tested or not shown; & = joins results of further samples; [ ] = remark or other dose. Unless noted, the call rests on the fitted dose curve; in most records, active means well fitted curve in the direction sought with a large enough effect; inconclusive means small, poorly fitted or top-dose-only effect, or another doubt; inactive means no such curve, though single readings can be large; an effect the other way counts as inactive or inconclusive.

The line under a structure holds: Giardia kill	uPA surface inh	KCNH2 3.1 inh	Rab9 promoter act	RORgamma inh	FLuc modulator	Tb PFK inh	ELG1 genotoxic	NPC1 promoter act	FBPA coupling cs	VP16 counter
COc1ccc(-c2nc(CS(=O)CC(=O)NCc3ccccc3)c(C)o2)cc1OC (stereo not given)
  8	-6%	-12	-1%	4%	-3%	4%	1%	-19%	nt	0%
CCOC(=O)CNC(=O)C(CO)NC(=O)OCc1ccccc1 (stereo not given)
  3	-2%	-2	-4%	0%	1%	-4%	-2%	-1%	2	6%
CCOC(=O)c1c(NC(=O)COC(=O)c2ccc(Cl)nc2)sc(C(=O)N(C)C)c1C
  15	-1%	10	1%	nt	-3%	-2%	3%	1%	nt	nt
CCOC(=O)C1=C(C)N=C2SCCC(=O)N2C1c1cccs1 (stereo not given)
  0	8%	-2	0%	-24%	0%	3%	-3%	0%	0	-8%
CCCCCCCC1=CC2=CC(=O)C(C)(OC(C)=O)C(=O)C2=CN1CCc1ccccc1 (stereo not given)
  nt	nt	nt	5%	8%[10 µM]	-5%	-1%	1%	-3%	-2&-12	3%[10 µM]
CC(C)(O)C#Cc1ccc(C(=O)Nc2ccc3c(c2)OCO3)s1
  -13	2%	18	?	?	8.5µM*	-2%	?	2.8µM*	-1	-10%
O=C(CCNC(=O)C1CCN(S(=O)(=O)c2ccc(F)cc2)CC1)Nc1nccs1
  -8	-1%	-11	-3%	1%	1%	0%	-3%	-8%	nt	1%
CN1CCN(c2ccc(C(=O)c3ccccc3)cc2[N+](=O)[O-])CC1
  28	-5%	-14	23%	0%	?	-3%	-1%	-1%	1	29%
CCN1CCN(S(=O)(=O)c2ccc(OC)c(NC(=O)c3ccccc3F)c2)CC1
  0	11%	-5	2%	nt	0%	25%	-2%	0%	nt	nt
CN(C)CCn1c2c(c(SCC(=O)Nc3cccc4ccccc34)nc1=O)CCC2
  -19	0%	-48	-2%	nt	2%	0%	1%	1%	nt	nt
O=C1CC(c2cccs2)CC(O)=C1C=NCCN1CCNCC1 (stereo not given)
  4	-3%	8	-5%	-3%	1%	2%	-1%	2%	1	-1%
CCOc1cc(/C=N/N=C2/NC(=O)C(CC(=O)O)S2)ccc1OCc1ccccc1Cl (stereo not given)
  10	-1%	9	1%	8%	?	4%	0%	-3%	18	3%
CSCC[C@H](NC(=O)COc1cc2c(c3oc(=O)c(C)c(C)c13)CCC(C)(C)O2)C(=O)O
  19	1%	9	-5%	-1%	1%	7%	1%	-5%	-1	0%
CCn1c(=O)c2cc(C(=O)Nc3ccc(OC)cc3OC)sc2c2ccccc21
  -24	4%	13	-5%	0%	0%	0%	12%	-9%	2	3%
CCCCC1CCC(C(=O)N(CC(C)C)c2c(N)n(CCCC)c(=O)[nH]c2=O)CC1 (stereo not given)
  -19	-1%	-15	-7%	nt	3%	-17%	-5%	-8%	nt	nt
CCOC(=O)c1c(C2COc3ccccc3O2)csc1NC(=O)c1ccco1 (stereo not given)
  15	nt	-7	6%	3%	?	?	-11%	-4%	-4	-11%
CCC(C)[C@H](N)c1cn([C@@H](CCCCN)C(=O)N2CCNCC2)nn1 (stereo not given in full)
  -15	-4%	13	14%	-1%	0%	-6%	1%	1%	-2	4%
O=c1ccc(-c2ccc(S(=O)(=O)N3CCN(c4cccc(Cl)c4)CC3)o2)n[nH]1
  22	3%	6	2%	-1%	-3%	0%	6%	-3%	nt	1%
O=C(Nc1cc(S(=O)(=O)N2CCOCC2)ccc1Cl)C1CCC1
  12	-1%	-1	-4%	nt	-1%	3%	2%	0%	nt	nt
COc1ccc(CNc2nc3c(c(C(F)(F)F)n2)CCCCC3)cc1
  nt	nt	nt	-4%	-32%	4%	0%	-5%	-3%	-1	-9%
Cc1cccc(/C=N/NC(=O)c2cc3c(s2)-c2ccccc2CC3)c1
  -20	-5%	-12	4%	-43%	-20%	0%	-3%	7%	1	4%
Cn1c(C(=O)OC(C(=O)NC2CCCC2)c2ccncc2)cc2sccc21 (stereo not given)
  9	3%	1	4%	37%	-2%	0%	-3%	1%	4	-5%
O=C(c1cccc(C(F)(F)F)c1)N1CCN(S(=O)(=O)c2ccc(Cl)s2)CC1
  8	7%	-8	3%	15%	3%	-7%	2%	1%	nt	-2%
COc1cccc(-n2nnnc2SCC(=O)Nc2ccccc2OC)c1
  -17	-8%	-4	-2%	4%	0%	-15%	4%	1%	2	2%
COc1ccc(/C=C(/NC(=O)c2ccc(OC)c(OC)c2)C(=O)NCCCn2ccnc2)cc1
  4	1%	13	0%	-3%	-1%	-3%	1%	-1%	7	-5%
COc1ccc2c(c1)N(C(=O)CSc1n[nH]c(C)n1)C(C)(C)C=C2C
  1	7%	10	1%	-15%	-3%[2.3 µM]	-10%	-3%	1%	-3	1%
CCCN1CCOC(CC(=O)Nc2ccc([N+](=O)[O-])cc2)C1=O (stereo not given)
  6	0%	12	-3%	-18%	4%	-1%	2%	-6%	1	-16%
C=CCOn1c(=O)c(-c2ccc(Br)cc2)[n+]([O-])c2ccccc21
  -5	2%	-16	-1%	-12%	1%	1%	0%	-1%	2	0%
COc1cc(OC)c(C(=O)NCc2ccco2)cc1OC
  4	0%	2	1%	30%	-1%	-2%	0%	-3%	4	-3%
CC(C)CC(C(=O)NC(C)(C)C)N(Cc1ccccc1Cl)C(=O)c1snc(C(N)=O)c1N (stereo not given)
  -14	7%	-1	7%	-1%	0%	-9%	-9%	-1%	-3	4%
O=C(CS(=O)(=O)c1ccccc1)N1CCCCCC1
  -3	5%	-1	4%	34%	?	-8%	?	16%	-2	0%
COc1cc(OC)cc(C(=O)N2CCC(N3CCN(c4ccccc4OC)CC3)CC2)c1
  10	4%	-6	0%	14%	0%	-2%	-3%	-1%	-2	3%
Cc1nc(N2CCOCC2)c2cc(-c3ccccc3)sc2n1
  -29	13%	12	-4%	10%	21µM*	-3%	2%	1%	0	-3%
CCCc1nnc(NC(=O)CC(=O)Nc2ccccc2C(=O)O)s1
  -1	-1%	0	-1%	-38%	19µM*	1%	1%	24%	0	-21%
CCOC(=O)c1cn2nc(Oc3ccc(NC(C)=O)cc3)ccc2n1
  4	3%	7	19%	13%	-5%	-3%	3%	4%	1	9%
Cc1cscc1NC(=O)/C=C/C(=O)O
  15	2%	-10	0%	-7%	-5%	-1%	-1%	11%	9	-4%
CCN1CCN(c2ccc(S(=O)(=O)N3CCOCC3)cc2NC(=O)c2ccc(C)cc2C)CC1
  12	-7%	-18	0%	nt	-1%	2%	0%	-2%	nt	nt
Oc1ccc(C2=NN(c3ccccc3)C(c3ccc(F)cc3)C2)cc1 (stereo not given)
  7	-1%	4	1%	-26%	-19%	1%	0%	3%	4	-15%
CC1=C(C(=O)Nc2ccc(C)cc2)C(c2ccc(C)o2)C2=C(CC(C)(C)CC2=O)N1 (stereo not given)
  6	-1%	-10	-3%	-5%	-1%	7%	1%	-2%	1	2%
Cc1ccc(C)c(NC2=CC(=O)CC(C)(C)C2)c1C#N
  -13	-5%	-12	-2%	1%	-4%	-30%	-7%	4%	-3	-9%
Cc1cc(S(=O)(=O)N2CCCC(C)C2)ccc1-n1cnnn1 (stereo not given)
  -8	-15%	9	0%	-21%	3%	-4%	0%	-11%	2	4%
Cc1cc(C)n(-c2cccc(Cl)c2C#N)n1
  11	1%	0	-13%	-4%	2%	0%	-5%	1%	0	1%
O=C(NCc1ccco1)C1CCN(S(=O)(=O)c2ccc(-n3cnnn3)cc2)CC1
  0	4%	?	-4%	0%[10 µM]	0%	1%	-4%	-2%	3	3%
CCCc1nc(SCC(=O)N2CCC(Cc3ccccc3)CC2)c2c(=O)n(C)c(=O)n(C)c2n1
  -13	8%	-8	-2%	?	6%	-1%	-55%[inhibitor]	1%	4	-21%
CC1Oc2ccccc2N(CC(=O)NC2CCCCC2)C1=O (stereo not given)
  -15	1%	18	0%	6%	0%	1%	-1%	1%	-2	0%
